GoLoco inh red: qHTS Assay for Inhibitors of RGS12 GoLoco Motif Activity (Red Fluorophore) | Guanine nucleotide-binding protein G(i) subunit alpha-1 (Homo sapiens), P63096 | Gai1:RGS12 GoLoco peptide FP, rhodamine, 10 min | Potency, µM (doses to about 61.6 µM), for inactives: top-dose activity, negative = inhibition, usual class: inhibitors | 230,000 compounds, 0.44% hits; active means well fitted inhibition curve with a large enough effect, not every such curve was filed as active; inactive means no such curve, though single readings can be large or run the other way; further: on the % scale 0 is the no-effect control and ±100 the full control effect; nearly all actives have a fitted effect of over 30% in size; many of its hits are not listed in these tables
Target sequence (P63096 whole entry, looked up): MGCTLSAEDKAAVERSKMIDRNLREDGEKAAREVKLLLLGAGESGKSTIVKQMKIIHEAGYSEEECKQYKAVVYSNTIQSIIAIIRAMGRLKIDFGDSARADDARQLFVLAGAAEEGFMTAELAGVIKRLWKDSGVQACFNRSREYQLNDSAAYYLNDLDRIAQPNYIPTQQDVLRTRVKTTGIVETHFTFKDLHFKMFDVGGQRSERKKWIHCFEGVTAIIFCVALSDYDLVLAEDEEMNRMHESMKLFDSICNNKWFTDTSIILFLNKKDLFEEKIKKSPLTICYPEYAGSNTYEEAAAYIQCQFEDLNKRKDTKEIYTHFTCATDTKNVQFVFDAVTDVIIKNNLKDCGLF
Lamin A splicing: qHTS Assay for Modulators of Lamin A Splicing; HeLa LMNA splicing GFP/RFP minigene ratio, 48 h; Potency, µM (titrated, usually from 46.1 µM), for inactives: at the highest dose ratio change, negative = inhibition, actives largely listed as inhibitors; 200,000 compounds, 0.01% hits; AID 1487, 2009; active means well fitted inhibition curve with a large enough effect in the signal ratio, with a control signal flat, not every such curve was filed as active; inconclusive means small, poorly fitted or top-dose-only effect, or effect the other way, or a change in a side signal; the % refers to the signal ratio; further: on the % scale 0 is the no-effect control and ±100 the full control effect
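S3 HeLa stable clones carrying a lamin A-EGFP splicing minigene plus DsRed2 were seeded at 600 cells/well in Opti-MEM with 2% FBS, pin-dosed and incubated 48 h at 37°C. Acumen cytometry (488 nm) gave the GFP/RFP total-intensity ratio.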
SMN2 splice up: qHTS Assay for Enhancers of SMN2 Splice Variant Expression. HEK293 SMN2-luciferase splicing reporter, luminescence, 30-36 h. Potency, µM (top dose mostly 46.1 µM), for inactives: at the top dose activity change, positive = activation, actives largely listed as activators. 210,000 compounds, 2.8% hits; further: % of control where 0% means no effect; nearly all actives have a fitted effect of over 55% in size
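HEK293 cells carry an SMN2 […]–luciferase reporter in which exon 7 inclusion puts luciferase in frame. Cells were plated 10-12 h before compound addition, then incubated 30-36 h at 37C. ONE-Glo luminescence was read; sodium butyrate at 4.5 mM final served as control.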
JMJD2E inh: qHTS Assay for Inhibitors of Human Jumonji Domain Containing 2E (JMJD2E) | 230,000 compounds, 1.6% hits | JMJD2E catalytic domain, FDH-coupled NADH fluorescence (FDH is formaldehyde dehydrogenase) | AID 2147, 2009 | Lysine-specific demethylase 4E (Homo sapiens), B2RXH2 | Potency, µM (titrated, usually from 57.1 µM), for the others: at the highest dose activity change, negative = inhibition, actives largely listed as inhibitors; active means well fitted inhibition curve with a large enough effect, not every such curve was filed as active; inconclusive means small, poorly fitted or top-dose-only effect, or another doubt; inactive means no such curve, though single readings can be large or run the other way;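 further: 0% = wells with enzyme and -100% = buffer wells without enzyme; nearly all actives have a fitted effect of over 50% in size; many of its hits are not listed in these tables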
TexasRed fluor: Total Fluorescence Counterscreen for Inhibitors of the Interaction of Thyroid Hormone Receptor and Steroid Receptor Coregulator 2 | Potency, µM (top dose mostly 106 µM), inactives show at the top dose fluorescence change, negative = quenching | 280,000 compounds, 0.29% hits | AID 1479, 2009 | TRb/SRC2 Texas Red total fluorescence interference; active means well fitted curve in either direction with a large enough effect; inconclusive means small, poorly fitted or top-dose-only effect; further: on the % scale 0 is the no-effect control and ±100 the full control effect
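Human TRb ligand-binding domain at 0.6 uM with 20 nM Texas Red SRC2 peptide in Tris buffer containing 1 uM T3 and 5% DMSO, incubated with compound 5 h at ambient temperature. Total fluorescence (555/632 nm) calculated as parallel + 2 × perpendicular.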
TRb SRC2 PPI: qHTS for Inhibitors of the Interaction of Thyroid Hormone Receptor and Steroid Receptor Coregulator 2. Potency, µM (highest dose often 106 µM), without a hit: at the highest dose activity change, negative = inhibition, hits mostly inhibitors. TRbeta-SRC2 peptide binding, fluorescence polarization; receptor liganded with 1 µM T3. Thyroid hormone receptor beta (Homo sapiens), P10828. 280,000 compounds, 0.065% hits;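 further: plate controls were bound peptide for no effect and peptide without receptor for full effect; nearly all actives have a fitted effect of over 50% in size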
Target sequence (P10828 whole entry, looked up): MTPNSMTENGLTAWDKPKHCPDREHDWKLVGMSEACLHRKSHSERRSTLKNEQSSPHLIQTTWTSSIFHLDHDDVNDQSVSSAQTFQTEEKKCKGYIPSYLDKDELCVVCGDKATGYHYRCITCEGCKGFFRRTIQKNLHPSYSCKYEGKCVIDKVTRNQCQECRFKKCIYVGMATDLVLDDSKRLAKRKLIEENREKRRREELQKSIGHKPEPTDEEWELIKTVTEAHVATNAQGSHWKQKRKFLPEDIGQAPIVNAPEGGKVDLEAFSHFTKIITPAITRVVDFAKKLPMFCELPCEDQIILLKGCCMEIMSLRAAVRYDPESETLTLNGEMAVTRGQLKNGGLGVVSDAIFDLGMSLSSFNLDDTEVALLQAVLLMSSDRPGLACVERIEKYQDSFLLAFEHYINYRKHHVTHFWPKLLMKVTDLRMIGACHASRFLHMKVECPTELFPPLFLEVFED
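Human TRb ligand-binding domain (0.6 uM) is mixed with 20 nM Texas Red SRC2 peptide and 1 uM T3; after compound addition and 5 hr at ambient temperature, polarization is measured and normalized to unbound and bound controls.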
ALDH1A1 inh: qHTS Assay for Inhibitors of Aldehyde Dehydrogenase 1 (ALDH1A1); Aldehyde dehydrogenase 1A1 (Homo sapiens), P00352; Purified ALDH1A1, NADH fluorescence, propionaldehyde substrate; Potency, µM (series often up to 75.3 µM), for inactives: at the highest dose activity, negative = inhibition, actives largely listed as inhibitors; 220,000 compounds, 7.3% hits; active means well fitted inhibition curve with a large enough effect, not every such curve was filed as active; inconclusive means small, poorly fitted or top-dose-only effect, or another doubt; inactive means no such curve, though single readings can be large or run the other way;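 further: plate controls were no enzyme wells and a reference inhibitor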
RECQ1 helicase: qHTS Assay for Inhibitors of RecQ-Like Dna Helicase 1 (RECQ1) | ATP-dependent DNA helicase Q1 (Homo sapiens), P46063 | RECQ1 DNA unwinding, red fluorescence kinetic read | Potency, µM (titrated, usually from 57.3 µM), for inactives: top-dose activity, negative = inhibition, most hits filed as inhibitors | 240,000 compounds, 0.54% hits | AID 2549, 2010;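 further: plate controls were vehicle for no effect and no enzyme for full effect; nearly all actives have a fitted effect of over 30% in size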
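RECQ1T1 50 nM; forked duplex (20 bp + 30-nt ss tails) 200 nM, ATP 2 mM final; pH 8.0, 2 mM MgCl2, 2.5 ug/ml poly(dI-dC); 15 min compound preincubation; discontinuous kinetic read over 2 h at RT.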
Numbers without * were called inactive; i = inactive; ? = inconclusive; / = no result given; [ ] = remark or other dose. Unless noted, the call rests on the fitted dose curve; in most records, active means well fitted curve in the direction sought with a large enough effect; inconclusive means small, poorly fitted or top-dose-only effect, or another doubt; inactive means no such curve, though single readings can be large; an effect the other way counts as inactive or inconclusive. Potency means the concentration at half of the fitted maximal effect. Only part of the results is shown; rates above refer to the full screens.

A first look:
SMILES | GoLoco inh red | Lamin A splicing | SMN2 splice up | JMJD2E inh | TexasRed fluor | TRb SRC2 PPI | ALDH1A1 inh | RECQ1 helicase
N/C(=N\c1nc2c(c(=O)[nH]1)CCC2)Nc1ccccc1C(F)(F)F | 0% | 7% | 23% | -4% | -4% | -4% | 23% | 8%
Nc1nc(SCC(=O)NC2CCCCC2)[nH]c(=O)c1-c1ccccc1 | -5% | -2% | -3% | ? | -7% | -4% | ? | -10%
Cc1cccc(C)c1NC(=S)N(CCCN1CCN(C)CC1)Cc1cccs1 | 5% | / | -5% | 0% | 1% | 6% | 1% | -2%
C1CCN(CCCNC2C3CC4CC(C3)CC2C4)C1 (configuration not stated) | 4% | ? | -33%[inhibitor] | 7% | 0% | -1% | -5% | -6%
C/C(=N\NC(=O)Cc1ccccc1)c1cccs1 | -5% | -9% | 3% | 3% | 0% | -4% | 3% | -2%
O=C(/C=C/c1ccccc1)N/C(=C/c1ccccc1)C(=O)NCCCO | -2% | 15% | -8% | ? | -3% | -6% | 3% | 0%
CN1CCN(C(=O)C23CCC(C)(C(=O)C2Br)C3(C)C)CC1 (configuration not stated) | 8% | / | / | 4% | 0% | -6% | / | -2%
COc1ccc2cc(C(c3nnnn3Cc3ccc(F)cc3)N3CCCCCC3)c(=O)[nH]c2c1 (configuration not stated) | 26% | 1% | -2% | ? | 3% | -16% | ? | i

All compounds of this part, from the start:
SMILES | GoLoco inh red | Lamin A splicing | SMN2 splice up | JMJD2E inh | TexasRed fluor | TRb SRC2 PPI | ALDH1A1 inh | RECQ1 helicase
N/C(=N\c1nc2c(c(=O)[nH]1)CCC2)Nc1ccccc1C(F)(F)F | 0% | 7% | 23% | -4% | -4% | -4% | 23% | 8%
Nc1nc(SCC(=O)NC2CCCCC2)[nH]c(=O)c1-c1ccccc1 | -5% | -2% | -3% | ? | -7% | -4% | ? | -10%
Cc1cccc(C)c1NC(=S)N(CCCN1CCN(C)CC1)Cc1cccs1 | 5% | / | -5% | 0% | 1% | 6% | 1% | -2%
C1CCN(CCCNC2C3CC4CC(C3)CC2C4)C1 (configuration not stated) | 4% | ? | -33%[inhibitor] | 7% | 0% | -1% | -5% | -6%
C/C(=N\NC(=O)Cc1ccccc1)c1cccs1 | -5% | -9% | 3% | 3% | 0% | -4% | 3% | -2%
O=C(/C=C/c1ccccc1)N/C(=C/c1ccccc1)C(=O)NCCCO | -2% | 15% | -8% | ? | -3% | -6% | 3% | 0%
CN1CCN(C(=O)C23CCC(C)(C(=O)C2Br)C3(C)C)CC1 (configuration not stated) | 8% | / | / | 4% | 0% | -6% | / | -2%
COc1ccc2cc(C(c3nnnn3Cc3ccc(F)cc3)N3CCCCCC3)c(=O)[nH]c2c1 (configuration not stated) | 26% | 1% | -2% | ? | 3% | -16% | ? | i
Cc1cc(OCC(=O)Nc2ccc(S(=O)(=O)N3CCN(C)CC3)cc2)cc(C)c1Cl | 11% | 8% | -15% | -2% | -4% | -1% | 7% | -4%
O=C(N/N=C/c1ccccc1)c1cc(=O)[nH]c2ccccc12 | 0% | -6% | 0% | -17% | -7% | 1% | 19% | 1%
Cc1ccc2c(c1)N(CC(=O)c1cccc(Cl)c1)C(=O)C(C)O2 (configuration not stated) | 5% | 5% | 7% | -6% | 0% | 0% | -3% | i
C=CCSc1nnc(CCCCCN2C(=O)c3cccc4cccc(c34)C2=O)o1 | 6% | ? | -25% | ? | -2% | -9% | ? | 1%
CCc1nc(SCC(=O)Nc2cc(C)on2)c2c(C)c(C)sc2n1 | -1% | 4% | -3% | -3% | -4% | -3% | -1% | -2%
Cc1ccccc1-n1nnnc1-c1ccccc1 | -7% | 17% | 0% | 1% | 0% | 0% | 4.5µM* | i
COc1ccc(-c2c(-c3ccc(O)cc3O)n[nH]c2C)cc1OC | -1% | ? | 24% | -6% | -7% | 1% | ? | i
CCN(CC)S(=O)(=O)c1cccc(NC(=O)CCSc2ccc(Cl)cc2)c1 | 1% | ? | -33%[inhibitor] | -4% | -2%[53 µM] | 1%[53 µM] | 1% | -14%
CCc1c(C)sc(NC(=O)c2cc(-c3ccco3)on2)c1C#N | -3% | 6% | -10% | ? | -2% | -1% | 28µM* | -7%
Cn1c(=O)n(CC(=O)N2CCOCC2)c2ccccc21 | -2% | -8% | -2% | 14% | -1% | 1% | 6% | -3%
CCC1(C)Cc2ccccc2-c2nc(NCCO)[nH]c(=O)c21 (configuration not stated) | 12% | -6% | -14% | ? | -1% | 0% | ? | -6%
Cc1ccc(Nc2cc(C)nc(N3CCOCC3)n2)c(C)c1 | 10% | ? | 5% | 1% | -1% | 0% | 6% | -9%
CC(OC(=O)c1ccc2ccccc2n1)C(=O)c1ccccc1 (configuration not stated) | -6% | -1%[46 µM] | -3% | -12% | -2% | -1% | -3% | -7%
CCCNc1[nH]c(=O)n(C)c(=O)c1N=O | 7% | 14% | 1% | -2% | 0% | 3% | 27% | -16%
O=C(c1ccco1)N1CCN(Cc2nnnn2CC2CCCO2)CC1 (configuration not stated) | 3% | / | / | -17% | 0%[53 µM] | 0%[53 µM] | 20µM* | -5%
Nc1nc(SCC(=O)Nc2cccnc2Cl)n[nH]1 | -4% | 3%[46 µM] | 21% | 0% | -4% | 2% | 10% | -3%
Cc1cc(C(F)(F)F)nn2cnnc12 | 12% | ? | 8% | ? | -2% | 3% | 1% | -3%
O=C(O)CN(c1ccccc1F)S(=O)(=O)c1ccccc1 | 2% | 6% | 2% | 0% | 1% | -15% | 1% | -10%
c1ccc2c(c1)[nH]c1c(N3CCSCC3)ncnc12 | -2% | 5% | -12% | -4% | -1% | -1% | 2% | -1%
O=C(c1ccccc1)C1CN(Cc2ccccc2)CCC1(O)c1ccccc1 (configuration not stated) | -1% | ? | / | -6% | 0% | -7% | 0.22µM* | -7%
COC(=O)C(NS(=O)(=O)c1ccccc1Cl)c1ccccc1 (configuration not stated) | 14% | -4%[46 µM] | -8% | 4% | 0% | -1% | 5% | i
C(#Cc1ccccc1)C[N+]1(CC#Cc2cccc3ccccc23)CCOCC1 | 5% | / | -23% | ? | 0% | 2% | ? | 25%
O=C(O)c1ccc2c(c1)OCCCO2 | 5% | / | / | 9% | -3% | 0% | / | -13%
COc1ccccc1-c1cc(C(F)(F)F)nc(S(=O)(=O)CCCC(=O)NCc2ccc(F)cc2)n1 | 3% | ? | ? | ? | 0% | 1% | ? | -3%
COc1ccc(NC(=O)c2ccco2)cc1N | 4% | 6% | ? | ? | -8% | 2% | -36% | i
CCc1ccc(NC(=O)C/C(C)=N/NC(=O)OCc2ccc(OC)cc2)cc1 | 9% | -10% | -2% | 3% | -14% | 7% | -15% | -3%
CCOC(=O)Cc1csc(NC(=O)COc2ccc(OC)cc2)n1 | 8% | 2% | 2% | -5% | 1% | -16% | 2% | -3%
COc1cccc(NC(=O)C2CCN(S(=O)(=O)c3ccc4c(c3)OCCO4)CC2)c1 | 2% | -22% | -8% | -7% | 1% | 8% | -12% | -14%
Cc1ccc(N(C(=O)c2ccc3c(c2)OCO3)C2C=CS(=O)(=O)C2)cc1 (configuration not stated) | 2% | 1% | -7% | -3% | 2% | 3% | -4% | i
Cc1ccc(NCC(=O)N=Nc2c(O)n(C)c3ccccc23)cc1 | 5% | -24%[46 µM] | / | 10% | -4% | -10% | ? | -10%
Brc1ccc(-c2nnc3c4ccccc4nc(N4CCOCC4)n23)cc1 | -7% | -8% | -9% | 5% | 2% | 1% | 15% | i
COc1ccccc1/C=N/NC(=O)CNC(=O)c1ccc(S(=O)(=O)N2CCCC2)cc1 | -3% | 5%[46 µM] | 2% | -2% | -2% | 1% | ? | -14%
CCCCCC(=O)NC(=S)Nc1ccc(N2CCCCC2)c(Cl)c1 | / | 2% | / | 2% | 0% | 5% | 8% | 4%
O=C1CCCC2=C1C1(CCCC1)N=C(Nc1nc3ccccc3o1)N2 | / | 5% | / | 8% | 2% | -5% | -4% | i
Cc1cc(-n2c(C)cc(C(=O)CN3C(=O)NC4(CCCCC4C)C3=O)c2C)no1 (configuration not stated) | 20% | -3% | 19% | -2% | 0% | 3% | ? | -13%
COc1ccc(S(=O)(=O)N2CCC(n3cnc4cc(C(F)(F)F)ccc43)CC2)cc1 | -2% | ? | -40%[inhibitor] | -5% | -2% | 0% | -10% | -15%
CC(C)Oc1ccc(-c2nc(NCC3CCCO3)c3ccccc3n2)cc1 (configuration not stated) | 4% | / | / | ? | 1% | -7% | ? | ?
CC(C)COC(=O)Nc1ccc(C(=O)O)cc1 | -4% | 7% | -4% | 4% | 2% | -1% | 8% | i
COc1ccccc1N1CCN(CCc2n[nH]c(=S)n2-c2ccccc2)CC1 | -2% | 7% | -4% | ? | 0% | 9% | -12% | -14%
COc1ccc(C)cc1C(=O)C1CC(C(=O)O)C(C)(C)C1C (configuration not stated) | 6% | 5% | 5% | -27% | 1% | 8% | -11% | -1%

Screening data deposited in PubChem by National Center for Advancing Translational Sciences (NCATS).
